# Assay outcomes as filed in PubChem BioAssay.
# IL2 activator: activates IL-2 in a cell-based reporter assay; IL-2 activation reporter assay, cell-based qHTS; stimulated with anti-CD3/CD4/CD28 beads; in transgenic mouse T cells; activation, % (series mostly up to about 46 µM); 360,000 compounds, 0.065% hits; in the data active = activation above about 50%; inconclusive = mostly about 30% to 49%; note: 0% is about no effect
#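 First, unstimulated transgenic mouse T cells were exposed to compound for 60 min. Next, anti-CD3/anti-CD4-coated beads with anti-CD28 were added. Finally, after 18 h at 37 degrees C, EGFP and DsRed were imaged.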
# PI5P4K alpha inh: inhibitors of human PI5P4K alpha; PI5P4Kalpha enzyme, ADP-Glo luminescence, 60 min; hits give low values; max response, %; 330,000 compounds, 1.2% hits; AID 652105; active = max response of -50% or lower; inconclusive = between -30% and -50%; inactive = -30% or higher; note: value at the top dose of about 77 µM; % is set by controls: 0 for no effect and ±100 for the full control effect
#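 Luminescence from ADP-Glo served as readout of PI5P4Kalpha activity in a qHTS format. Reaction: enzyme, substrate, compound, ATP at 5 microM final, 60 min at RT.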
# GLP1R inv ag: GLP-1 receptor (human) inverse agonism | P43220 | HEK293 GLP-1R CRE-luciferase, luminescence, 24 h; GLP-1R form is constitutively active | Potency, µM (titrated, usually from 38.3 µM), for inactives: top-dose activity change, negative = inhibition, actives largely listed as inhibitors | 410,000 compounds, 1.6% hits; note: potency is the fitted concentration of half-maximal effect; % is set by controls: 0 for no effect and ±100 for the full control effect; nearly all actives have a fitted effect of over 55% in size
#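 HEK293 cells stably co-expressing constitutively active GLP-1R and a cAMP-responsive luciferase reporter were seeded in DMEM with 10% Nu serum, given compounds after 12 h, and incubated 24 h at 37 deg C. Luminescence was then read.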
# WRN helicase inh: WRN helicase (human) inhibition. Q14191. WRN helicase unwinding, fluorescent forked duplex, kinetic. Potency, µM (titrated, usually from 114 µM), for inactives: top-dose activity change, negative = inhibition, hits mostly inhibitors. 360,000 compounds, 0.46% hits; note: potency is the fitted concentration of half-maximal effect; % is set by controls: 0 for no effect and ±100 for the full control effect; nearly all actives have a fitted effect of over 55% in size
#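 Primary qHTS, 1536-well format. 20 nM WRN + compound, 15 min RT; start with 100 nM forked fluorophore/quencher duplex, 2 mM ATP (final); kinetic read ex 525/em 598 nm.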
# HEK293 tox: cytotoxic in the GLP-1 receptor inverse agonist counter-screen; HEK293 cAMP-luciferase reporter cells, luminescence, 24 h; Potency, µM (titrated, usually from 38.3 µM), for inactives: at the top dose activity change, negative = inhibition, usual class: inhibitors; 410,000 compounds, 0.13% hits; AID 624418;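 note: loss of luciferase light is scored as toxicity; potency is the fitted concentration of half-maximal effect; % is set by controls: 0 for no effect and ±100 for the full control effect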
#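 Cells in DMEM/10% Nu serum/1% pen-strep, 1536-well format. Pre-incubated 12 h, dosed with 23 nL compound, incubated a further 24 h. Luciferase detection, 12 min at room temp, luminescence.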
# PLK1 PBD inh: blocks phosphopeptide binding to human PLK1 polo-box domain | AID 720504 | 360,000 compounds, 2.8% hits | Potency, µM, for inactives: max response, negative = inhibition, usual class: inhibitors | P53350 | Plk1 PBD binding of FITC phosphopeptide, fluorescence polarization; note: potency is the fitted concentration of half-maximal effect; series mostly up to about 57 µM; % is set by controls: 0 for no effect and ±100 for the full control effect; nearly all actives have a fitted effect of over 65% in size
# Target sequence (P53350 whole entry, looked up, the tested form may be a part): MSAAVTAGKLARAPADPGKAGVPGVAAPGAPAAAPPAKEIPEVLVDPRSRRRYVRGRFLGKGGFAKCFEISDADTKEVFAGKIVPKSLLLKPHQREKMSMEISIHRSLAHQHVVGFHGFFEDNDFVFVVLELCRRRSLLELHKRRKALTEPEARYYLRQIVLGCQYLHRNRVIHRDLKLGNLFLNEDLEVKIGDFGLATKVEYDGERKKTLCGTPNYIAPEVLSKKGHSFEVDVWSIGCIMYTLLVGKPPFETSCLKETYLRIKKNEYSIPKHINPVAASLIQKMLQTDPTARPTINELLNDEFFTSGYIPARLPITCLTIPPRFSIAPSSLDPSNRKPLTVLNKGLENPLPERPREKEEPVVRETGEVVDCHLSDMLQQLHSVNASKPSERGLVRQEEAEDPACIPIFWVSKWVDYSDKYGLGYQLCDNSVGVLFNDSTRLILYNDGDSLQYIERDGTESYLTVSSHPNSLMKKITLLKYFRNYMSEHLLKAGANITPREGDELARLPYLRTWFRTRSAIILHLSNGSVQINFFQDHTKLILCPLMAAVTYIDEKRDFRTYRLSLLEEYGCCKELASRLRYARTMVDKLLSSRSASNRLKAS
# D3 antag: antagonists of human D3 dopamine receptor; max response, negative = inhibition, %; AID 652054; P35462; 360,000 compounds, 2.5% hits; D3R cells, DiscoveRx beta-arrestin luminescence, antagonist mode; hits give low values; in the data active = max response below about -50%; inconclusive = no clear call, values can overlap the other calls; note: % is set by controls: 0 for no effect and ±100 for the full control effect; mostly tested at two doses, the higher about 12 µM
# Target sequence (P35462 whole entry, looked up): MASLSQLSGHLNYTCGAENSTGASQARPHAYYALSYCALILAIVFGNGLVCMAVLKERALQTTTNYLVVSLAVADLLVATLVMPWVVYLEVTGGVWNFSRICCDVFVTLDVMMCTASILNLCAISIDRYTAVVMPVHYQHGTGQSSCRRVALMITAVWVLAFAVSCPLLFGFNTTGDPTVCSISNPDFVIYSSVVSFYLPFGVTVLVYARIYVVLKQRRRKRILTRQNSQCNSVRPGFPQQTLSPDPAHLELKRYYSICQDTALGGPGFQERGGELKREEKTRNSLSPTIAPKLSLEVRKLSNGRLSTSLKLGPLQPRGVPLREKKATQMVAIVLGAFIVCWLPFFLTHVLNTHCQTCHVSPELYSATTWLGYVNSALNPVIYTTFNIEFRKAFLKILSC
#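 Cells plated overnight at 1500 cells/well, then exposed to library compounds with dopamine controls for 90 minutes at 37 degrees C. DiscoveRx reagent added for 30–60 minutes at room temperature; luminescence read, quantitative HTS format.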
# DRD3 agonist: agonists of human D3 dopamine receptor; max activation, %; 410,000 compounds, 0.58% hits; D3R DiscoveRx beta-arrestin cells, luminescence, 90 min; AID 652048; P35462; in the data active = max activation above about 30%; note: 0% is about no effect; mostly tested at two doses, the higher about 12 µM
#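 Cells at 1500/well, incubated overnight, then treated with pinned compounds (dopamine as control) for 90 min at 37 degrees C. DiscoveRx reagent added for 30 - 60 minutes at room temperature; luminescence read.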
# GLP1R ag: activates the human GLP-1 receptor; P43220; HEK293 GLP-1R CRE-luciferase, luminescence, 4-6 h; cells express a hypersensitive GLP-1R form; Potency, µM (highest dose often 45.6 µM), without a hit: at the top dose activation, usual class: activators; 380,000 compounds, 0.007% hits; AID 624172; note: potency is the fitted concentration of half-maximal effect; % of control where 0% means no effect
# An asterisk follows results filed as active; ? = inconclusive; nt = not tested or not shown; & = joins results of further samples; [ ] = remark or other dose. Unless noted, calls come from the whole dose curve; as a rule, active = well fitted curve in the direction sought with a large enough effect; inconclusive = small, poorly fitted or top-dose-only effect, or another doubt; inactive = no such curve, though single readings can be large; an effect the other way counts as inactive or inconclusive.
SMILES,IL2 activator,PI5P4K alpha inh,GLP1R inv ag,WRN helicase inh,HEK293 tox,PLK1 PBD inh,D3 antag,DRD3 agonist,GLP1R ag
Cc1ccc(-n2nc3c(n2)/C(=N/O)CC/C3=N\O)cc1,0.9,-14,42%[activator],-30%,21%,-1%,7,-4,-2%
Cc1c(N2C(=O)/C(=C3\C(=O)N(CC(=O)O)c4ccccc43)SC2=S)c(=O)n(-c2ccccc2)n1C,-0.5,-4,7%,6%,-8%,?,-27,-13,-8%
COC(=O)CCC(=O)OC1(C)C(=O)C=C2C=C(C3CC3)N(Cc3ccc4c(c3)OCO4)C=C2C1=O (configuration not stated),0.5,-19,1%,-7%,-3%,-9%,0,0,-4%
O=C(CCNC(=O)Cn1ccc2ccccc2c1=O)NCCCN1CCN(c2ccccc2F)CC1,-0.8,6,-28%,-5%,-15%,-5%,-68*,14,-3%
O=C1NC2(CCCCC2)Cc2ccccc21,0.1,nt,-14%,0%,2%,-3%,-15,19,-1%
Cc1ccc(-c2cc(C(=O)OCC(=O)Nc3ncc(C(F)(F)F)cc3Cl)c3ccccc3n2)cc1,0.9,2,22%,-32%[57.1 µM],-6%[1.53 µM],-7%,4,0,-5%
Cc1ccc(C(=O)NC(N2CCCC2)C(Cl)(Cl)Cl)cc1 (configuration not stated),-0.7,-7,-30%,-5%,-9%,-22%,?,-8,4%
COc1ccc(S(=O)(=O)N2CCN(C(=O)c3ccco3)CC2)cc1C(C)(C)C,-0.2,0,-34%,-2%,-19%,-3%,8,0,1%
CNS(=O)(=O)c1cccc(C(=O)OCC(=O)c2c(N)n(C)c(=O)n(C)c2=O)c1,1.5,3,57%[activator],0%,6%,-4%,-10,-2,7%
O=C1NC2(CCCC2)N=C1c1ccc(Cl)cc1,1.1,nt,22%,8%,-9%,-3%,?,-4,1%

# 5 compounds already listed, ordered by molecular weight, lowest first:
SMILES,IL2 activator,PI5P4K alpha inh,GLP1R inv ag,WRN helicase inh,HEK293 tox,PLK1 PBD inh,D3 antag,DRD3 agonist,GLP1R ag
O=C1NC2(CCCCC2)Cc2ccccc21,0.1,nt,-14%,0%,2%,-3%,-15,19,-1%
COc1ccc(S(=O)(=O)N2CCN(C(=O)c3ccco3)CC2)cc1C(C)(C)C,-0.2,0,-34%,-2%,-19%,-3%,8,0,1%
O=C(CCNC(=O)Cn1ccc2ccccc2c1=O)NCCCN1CCN(c2ccccc2F)CC1,-0.8,6,-28%,-5%,-15%,-5%,-68*,14,-3%
Cc1ccc(-c2cc(C(=O)OCC(=O)Nc3ncc(C(F)(F)F)cc3Cl)c3ccccc3n2)cc1,0.9,2,22%,-32%[57.1 µM],-6%[1.53 µM],-7%,4,0,-5%
Cc1c(N2C(=O)/C(=C3\C(=O)N(CC(=O)O)c4ccccc43)SC2=S)c(=O)n(-c2ccccc2)n1C,-0.5,-4,7%,6%,-8%,?,-27,-13,-8%

# Going on with the list:
SMILES,IL2 activator,PI5P4K alpha inh,GLP1R inv ag,WRN helicase inh,HEK293 tox,PLK1 PBD inh,D3 antag,DRD3 agonist,GLP1R ag
Cc1ccc(C(CCN(Cc2ccccc2)C(=O)c2ccco2)c2ccco2)cc1 (configuration not stated),-4.4,-58*,?,?,1%,-26%,-7,-7,17%
COc1ccc(OC)c(NC(=O)C2(C)CCN2Cc2ccsc2)c1 (configuration not stated),-0.9,10,?,-3%,0%,-1%,-18,8,-1%
O=C(COc1cccc(Oc2ccccc2)c1)Nc1ncccn1,0.6,1,6%,4%,2%,-13%,-7,-10,2%
CC1CCN(C(=O)c2ccc(NS(C)(=O)=O)cc2)CC1,0.9,nt,31%[activator],11%,5%,-3%,3,0,-1%
O=C(COC(=O)c1cn(-c2ccccc2)nc1-c1ccc(F)cc1)Nc1ncc(Cl)cc1Cl,-0.7,0,-4%,-17%,8%,-7%,0,0,0%
COc1ccccc1CNC(=O)c1ccccc1NS(C)(=O)=O,0.1,nt,0%,0%,5%,0%,21,0,-3%
COc1ccc(S(=O)(=O)Nc2cc(C(=O)NCCCN3CCOCC3)ccc2N2CCOCC2)cc1,-0.3,-1,10%,-4%,-3%,-12%,1,-6,5%
Cc1ccc(S(=O)(=O)NCC(=O)OCC(=O)N(C)C2CCS(=O)(=O)C2)cc1 (configuration not stated),2.7,2,6%,-27%,13%,-8%,23,-1,1%
O=C(NC(=S)NCc1nc2ccccc2[nH]1)c1ccc(F)cc1,-5.1,-5,5%,6%,0%,-25%,17,-8,3%
CC(C)=CCc1c(O)ccc2c1OC(c1ccc(O)c(O)c1)CC2=O (configuration not stated),0.7,?,-4%,-7%,-9%,4%,21,4,9%
COc1ccc(OC)c(C2=NS(=O)(=O)N(C)C(C(=O)Nc3cccc(C(C)=O)c3)=C2)c1,-3.8,-18,-13%,-5%,-6%,19µM*,3,17,8%
Cc1cccc(/C=N\Nc2nnc(-c3ccccc3)c(=O)[nH]2)c1,-0.1,-5,1%,-14%,2%,-8%,-10,-1,-9%
COc1cc([N+](=O)[O-])ccc1NC(=O)CCCOc1cc(C)ccc1C,-2.2,-3,5%,-1%,-15%,0%,1,3,-6%
COC(=O)CSc1ncnc2c(C)csc12,-0.4,-2,-8%,3%,-5%,-8%,0,5,4%
CC(C)C[C@@H]1NC(=O)[C@H](CO)NC(=O)c2cc([N+](=O)[O-])cc(I)c2OCC[C@@H](C(N)=O)NC1=O,-1.6,-6,2%,4%,-3%,-13%,0,-14,0%
Oc1ccccc1-c1nc(/C=C/c2ccccc2)nn1-c1ccccc1,0.7,9,?,-4%,13%&29%,-9%,5,6&5,0%
CC(/C=N/n1c(-c2cccnc2)n[nH]c1=S)=C\c1ccccc1,0.0,-14,0%,-6%,13%,-18%,-25,-10,0%
COc1ccc(N2CCN(CC(=O)Nc3sccc3C#N)CC2)cc1,-0.2,?,22%,-9%,-5%,-4%,5,3,-9%
O=C(Nc1ccc2[nH]ncc2c1)c1ccccc1Cl,-3.5,-14,7%,16%,2%,-13%,2,5,0%
COc1ccc(C(=O)NC2(C(F)(F)F)C(=O)N(Cc3ccco3)C3=C2C(=O)CC(C)(C)C3)cc1OC (configuration not stated),4.3,5,-2%,-6%,10%,3%,-4,-3,3%
CCCc1cc(=O)[nH]c(/N=C(/NC(=O)C(C)N2C(=O)c3ccccc3C2=O)Nc2ccccc2)n1 (configuration not stated),0.9,nt,-9%,4%,-5%,-18%,12,-1,-2%
O=C(NCc1ccc(F)cc1)C1CCCN(C(=O)NCc2ccccc2)C1 (configuration not stated),-1.5,-2,-8%,4%,5%,-5%,-1,18,5%
CN1CCN(c2ccc(S(=O)(=O)N3CCCCC3)cc2NC(=O)c2cccc([N+](=O)[O-])c2)CC1,1.5,-6,?,-4%,5%,2%,?,2,1%
CC(C)c1cccc(C(C)C)c1NS(=O)(=O)c1cccs1,nt,nt,12%,nt,-3%,nt,nt,0,6%
CCOc1cccc(/C(O)=C2/C(=O)C(=O)N(CCOC)C2c2ccncc2)c1 (configuration not stated),-1.8,-1,2%,8%[57.1 µM],9%,2%,-6,-17,7%
OC(C1=CC(=Cc2ccncc2)c2ccccc21)c1ccncc1 (configuration not stated),0.0,2,41%[activator],2%,-16%,-25%,2,9,21%
CCn1c(NC(=O)c2ccc(C)cc2)c2ccccc2nc1=O,-2.2,-3,-24%,-27%,19%,-10%,35,-2,15%
CCCCn1nc(C(=O)Nc2cc(C(F)(F)F)ccc2N2CCOCC2)ccc1=O,-0.9,3,?,-2%,-11%,0%,5,-1,-2%
COc1ccc(CCNC(=O)C2COc3ccccc3O2)cc1OC (configuration not stated),-1.1,-1,26%,2%[57.1 µM],0%,-1%,-10,-12,7%
CC(C)CCN1CCN(Cc2nc3ccccc3s2)CC1CCO (configuration not stated),1.4,-9,-2%,7%,8%,2%,-11,-16,6%
COc1ccccc1N1CCN(CCCCOc2cccc3ccccc23)CC1,-2.0,1,?,-7%,?,4%,-69*,10,1%
O=C(Nc1ccc(O)c2c(=O)cc(-c3ccccc3Cl)oc12)c1cccc(Cl)c1,-4.0,1,-1%,0%,8%,?,-10,-1,-2%
O=C1c2ccccc2C(=O)N1CC1c2ccccc2CCN1S(=O)(=O)c1cnc[nH]1 (configuration not stated),-1.0,6,2%,3%,16%,1%,0,0,1%
CC1(C(=O)NS(=O)(=O)c2ccc(F)cc2F)CCN1C(=O)c1cccc(F)c1 (configuration not stated),1.7,-5,-15%,5%,5%,-10%,-5,-6,0%
CCOc1nc(-c2ccc(C)cc2)ccc1-c1noc(COC)n1,-0.3,1,-25%,6%,-17%,-2%,-11,7,7%
CCOC(=O)CCC1(C(=O)OC)C(=O)CCCCCC=C1C(=O)OC (configuration not stated),0.2,0,-7%,-6%,7%,-20%,4,2,9%
COCCCNC(=O)c1cccc2c(-c3ccc(O)c(OC)c3)coc12,-0.9,5,-7%,-3%,?,-12%,0,-20,11%
Cc1cccc(NC(=O)CCCCCn2c(=O)[nH]c3ccsc3c2=O)c1,nt,nt,15%,nt,6%,nt,nt,-2,-1%
CCN1CCC[C@H]1CNC(=O)c1c(O)c(Cl)cc(Cl)c1OC,0.0,-7,10%,-1%,1%,-3%,-117*,-94&-18,7%&-1%
C/C(=N\Nc1ccc(F)cc1F)c1ccccc1O,-0.5,1,?,-8%,5%,0%,4,0,12%
CCNC(=O)CCC(=O)Nc1cc(Cl)ccc1C,-0.7,12,1%,0%,-2%,-6%,12,0,-5%
Cc1ccc(-c2nnc(SCC(=O)NNC(=O)COc3cccc(C)c3)n2C)cc1,-1.2,nt,4%,5%,0%,-7%,-27,-18,-7%
CC1=Nc2cccc3cccc(c23)N1C,-0.8,1,17%,-4%,11%,-3%,-1,-4,8%
Nc1ccc2c(c1)Nc1ccccc1CC2,0.4,9,-33%,-8%,-12%,2%,6,4,5%
COc1ccc(N(CC(=O)Nc2ccccc2C(N)=O)S(=O)(=O)c2ccc(C)c([N+](=O)[O-])c2)cc1,1.1,50,-18%,-12%,7%,?,2,0,7%
CC(=NNC(=O)c1ccccc1N)c1ccccc1O,1.3,-1,?,-5%,-17%,-8%,11,6,-9%
